FBA Mtb inh: inhibits M. tuberculosis FBA enzyme. inhibition, % at 1 µM. AID 588726. P9WQA3. 360,000 tested, 2.3% active. purified M. tuberculosis FBA, fluorescence read-out; in the data active means inhibition above about 27%;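 further: 0% = vehicle and 100% = reference inhibitor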
Target sequence (P9WQA3 whole entry, looked up): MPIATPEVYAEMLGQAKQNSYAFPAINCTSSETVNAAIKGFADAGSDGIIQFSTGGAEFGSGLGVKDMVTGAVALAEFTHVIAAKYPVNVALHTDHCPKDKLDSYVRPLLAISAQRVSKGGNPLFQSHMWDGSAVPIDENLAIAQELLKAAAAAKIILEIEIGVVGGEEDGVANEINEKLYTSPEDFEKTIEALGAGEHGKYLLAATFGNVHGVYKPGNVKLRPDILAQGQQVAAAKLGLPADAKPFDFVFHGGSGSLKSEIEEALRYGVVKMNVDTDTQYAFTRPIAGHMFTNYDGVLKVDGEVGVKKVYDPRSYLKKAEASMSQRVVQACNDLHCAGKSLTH
Mtb UGM inh: blocks M. tuberculosis UGM enzyme | purified UGM, fluorescence polarization probe displacement | inhibition, % at 10 µM | AID 504406 | 320,000 tested, 0.06% active; in the data active means inhibition above about 10%, passing the limit was not always enough
MazEF act: MazEF (E. coli) toxin RNase activation | P0AE70 | FAM/BHQ RNA-DNA oligo cleavage fluorescence, 5 h | activation, % at 20 µM | 350,000 tested, 0.32% active | AID 504720; in the data active means activation above about 50%
Target sequence (P0AE70 whole entry, looked up): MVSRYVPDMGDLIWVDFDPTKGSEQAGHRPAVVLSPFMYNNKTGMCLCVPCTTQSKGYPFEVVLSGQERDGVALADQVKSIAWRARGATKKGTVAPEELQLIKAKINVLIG
3CLpro inhibitor: SARS-CoV 3CLpro protease inhibition; 290,000 tested, 0.14% active; P0C6X7; recombinant SARS-CoV 3CLpro, quenched FRET peptide cleavage; inhibition, % at 6 µM; AID 1706; in the data active means inhibition above about 12%
SSB-PriA inh: blocks PriA binding to SSB C-terminal tail; AlphaScreen SSBct-PriA binding, biotinylated peptide; 430,000 tested, 0.6% active; inhibition, % at 33 µM; in the data active means inhibition mostly above about 37%, no sharp cut-off; inactive means mostly below about 20%;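 further: plate controls were negative control peptide for no effect and reference peptide for full effect; strong numbers were not always called active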
GDH-TPI inh: inhibits GDH-TPI coupling enzymes, artifact for Mtb FBA screen; GDH-TPI coupled enzyme counterscreen, NADH absorbance; inhibition, % at 4.8 µM; 360,000 tested, 1.2% active; in the data active means inhibition above about 30%;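 further: 0% = DMSO wells and 100% = wells lacking the enzyme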
Vc quorum ag: inducers of Vibrio cholerae quorum light production without autoinducers; V. cholerae BH1578 lux reporter, luminescence, 6 h; activation, % at 18.7 µM; 350,000 tested, 0.16% active; AID 588436; in the data active means activation mostly above about 9.7%, no sharp cut-off; further: not every result past the cut was called active; inactives centre near 0; reference of the scale not given here
DUSP3 inh: blocks human VHR1 dual specificity phosphatase; P51452; inhibition, % at 13.3 µM; recombinant VHR phosphatase, pNPP absorbance; 290,000 tested, 0.52% active; in the data active means inhibition above about 50%; further: some compounds called inactive have numbers as strong as hits
Target sequence (P51452 whole entry, looked up): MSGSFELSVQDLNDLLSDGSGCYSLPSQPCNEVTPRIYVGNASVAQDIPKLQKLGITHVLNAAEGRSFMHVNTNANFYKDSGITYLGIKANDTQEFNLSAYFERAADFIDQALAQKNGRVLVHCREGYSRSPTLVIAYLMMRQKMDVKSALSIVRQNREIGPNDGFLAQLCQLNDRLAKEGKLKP
Mtb BioA inh: BioA (M. tuberculosis) enzyme inhibition; purified M. tuberculosis BioA enzyme, plate reader; 360,000 tested, 0.096% active; inhibition, % at 9.99 µM; in the data active means inhibition above about 40%
Rv3671c protease: inhibits the M. tuberculosis serine protease Rv3671c. inhibition, % at 5.96 µM. P9WHR9. 320,000 tested, 0.048% active; in the data active means inhibition above about 38%;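 further: extracellular domain of Rv3671c used as enzyme; 0% = enzyme with DMSO and 100% = no enzyme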
Numbers without * were called inactive; i = inactive; / = not tested or not shown; & = joins results of further samples.

SMILES	FBA Mtb inh	Mtb UGM inh	MazEF act	3CLpro inhibitor	SSB-PriA inh	GDH-TPI inh	Vc quorum ag	DUSP3 inh	Mtb BioA inh	Rv3671c protease
Cc1cccc(-n2ncc3c(Nc4c(C)n(C)n(-c5ccccc5)c4=O)ncnc32)c1	-0.6	2.7	5.8	3.9	-1.9	-6.1	-0.2	24.9	0.6	-4.0
CC(C)(C)[C@H]1COC(=O)CCCC/C=C\C[C@H](CC(=O)NCCO)C(=O)N1	1.9	-0.8	5.6	/	-11.6	-0.4	-0.4	/	1.0	-1.8
COc1cc(NC(=O)C2CC(=O)NC3=C2C(=O)CC(C)(C)C3)c(OC)cc1Cl (centres undefined)	-1.7	2.0	-1.0	-0.3	-8.4	4.2	/	21.7	0.7	1.0
COc1ccc(/C=C2\OC(=O)c3c(OC)cccc32)cc1OC	30.4*	0.3	8.0	3.4	-30.1	6.4	/	23.5	-0.1	3.7
Cc1ccc(-c2noc(C3CCCN(S(=O)(=O)c4ccc(S(=O)(=O)N(C)C)cc4)C3)n2)o1 (centres undefined)	1.3	5.0	-0.9	-3.1	-17.9	10.8	i	24.3	/	6.4
CCOc1ccc(-c2nc(-c3cccnc3)no2)cc1OCC	3.5	-0.4	-3.3	2.2	-2.1	-4.6	i	13.3	-0.8	-6.0
CC(C(=O)O)N1C(=O)CSc2ncccc21 (centres undefined)	-0.7	-6.0	-0.2	1.3	-14.1	4.7	-0.1	9.6	/	5.5
OC(Cn1cncn1)c1ccc(Cl)cc1Cl (centres undefined)	-2.9	-1.2	3.9	-0.2	-8.0	-1.9	-0.7	29.9	0.1	-0.6
Clc1ccc2c(c1)C(c1cccs1)=NNC(c1cccnc1)=N2	-2.2	-0.2	-1.6	3.0	9.2	6.3	6.2	31.6	2.5	-9.7
O=C(Nc1nnc(SCC(=O)N2CCCCC2)s1)C1CCCCC1	-9.3	4.8	4.4	-2.0	2.9	7.3	-0.3	-0.3	-2.0	0.1
CN(CCOc1ccc(Cl)c(Cl)c1)Cc1ccccc1	0.8	-0.1	-8.1	1.4	-54.9	16.9	-0.8	9.8	3.0	-1.3
O=C(CN1C(=O)CCC1=O)Nc1ccc(S(=O)(=O)N2CCOCC2)cc1	3.9	-0.3	6.1	1.9	4.8	9.1	-0.3	20.6	-1.6	-1.8
CC1=C(C(=O)N(C)C)CC(CC(=O)NC(c2ccccc2)c2ccccc2)C(=O)N1Cc1ccc(C(C)(C)C)cc1 (centres undefined)	1.3	/	8.2	/	/	7.1	i	/	-2.3	/
COc1ccc2nc(NC(=O)CSc3ccccc3)sc2c1	-1.6	0.8	20.1	1.3	-7.9	3.8	-0.7	11.6	-1.2	-1.4
COc1ccc(S(=O)(=O)N(C)C[C@@H]2Oc3ccc(NS(C)(=O)=O)cc3C(=O)N([C@@H](C)CO)C[C@H]2C)cc1	3.7	-1.7	-0.2	/	-12.6	9.6	i	/	-0.1&0.0	6.3
Cc1c(C(=O)NNc2cc(=O)n(C)c(=O)n2C)cccc1[N+](=O)[O-]	2.5	4.1	-39.0	-1.9	3.0&-9.1	-15.8	-0.1	21.1	-0.5	3.7
Cc1nc2ccccc2n1-c1ccccc1	-2.3	1.0	1.3	-2.2	-5.9	1.2	-0.3	18.9	0.0	0.2
Cc1nonc1C1CCCN1Cc1nc(-c2ccccc2Cl)oc1C (centres undefined)	0.3	1.3	-6.1	1.4	-12.6	-11.5	-0.8	17.7	/	4.2
COCCn1nnnc1CN(CCCN1CCOCC1)Cc1cc2c(C)ccc(C)c2[nH]c1=O	1.8	/	1.1	-1.6	1.4	0.6	/	-1.5	-1.3	/
O=c1ccc(-c2ccccc2)n[nH]1	-3.1	0.6	-1.5	9.0	-0.9	3.5	-0.4	-14.7	-0.8	-6.0
COc1cc(CNC[C@H]2O[C@@H](n3ccc(N)nc3=O)[C@H](O)[C@@H]2O)ccc1OCc1cccc(Cl)c1	6.6	/	11.6	/	/	5.2	-0.5	/	2.5	/
Cn1nc(C(F)(F)F)c(C(=O)Nc2ccc(F)cc2F)c1Cl	-0.5	0.8	6.6	0.5	-8.8	3.8	i	-9.8	/	-4.2
CCOCC(=O)N1CCN(c2ccc([N+](=O)[O-])cc2)CC1	-12.9	1.5	8.5	5.9	-11.5	16.0	-0.4	21.9	1.5	-2.2
O=C1CCN(CCc2ccccc2)CCN1[C@H](CO)c1ccccc1	-0.8	-1.3	3.2	-1.9	-11.6	-5.8	-5.0	20.5	-0.9	1.0
COC(=O)Cc1ccc(NC(=S)Nc2ccc(N3CCOCC3)cc2)cc1	-2.7	-1.5	3.4	-2.0	16.3	3.8	1.6	25.7	-1.5	5.5

The listing continues.
SMILES	FBA Mtb inh	Mtb UGM inh	MazEF act	3CLpro inhibitor	SSB-PriA inh	GDH-TPI inh	Vc quorum ag	DUSP3 inh	Mtb BioA inh	Rv3671c protease
O=C(NC1CCCC1)c1ccc([N+](=O)[O-])s1	-0.3	2.6	3.3	0.9	-6.2	12.3	0.2	-14.0	/	-2.4
COc1ccccc1NS(=O)(=O)c1ccc(C)c(C(N)=O)c1	1.3	4.4	-8.1	2.6	-5.2	2.5	-2.5	-1.5	/	-7.8
O=C(/C=C/c1ccccc1[N+](=O)[O-])NCc1ccc(Cl)cc1	2.1	-2.3	8.0	0.0	-3.8	8.1	-0.2	9.5	/	1.7
CCCNS(=O)(=O)c1ccc(CCC(=O)NCC2CCCO2)cc1 (centres undefined)	5.2	4.4	-0.1	6.7	-10.5	18.9	1.6	4.2	-1.2	-3.8
O=C(Nc1ccc(NC(=O)c2ccc([N+](=O)[O-])o2)cc1Cl)c1ccco1	7.8	-3.9	12.5	-2.7	6.7	8.4	i	6.7	-2.9	-5.0
CC1Cc2ccccc2N1C(=O)CCN1C(=O)C2C3C=CC(C3)C2C1=O (centres undefined)	-0.3	0.4	0.3	-2.2	-9.7	5.6	1.4	13.9	-8.0	3.9
O=C1C2C3C=CC(CC3)C2C(=O)N1/N=C/c1ccc(O)cc1 (centres undefined)	-2.3	-1.6	1.9	1.2	/	31.9*	-1.8	13.2	-3.1	-9.1
CC(=O)Nc1ccc(S(=O)(=O)N2CCN(C(=O)CCC3CCCC3)CC2)cc1	-2.1	-1.0	2.0	-1.1	-3.0	3.8	3.2	-10.2	-0.6	0.0
COc1ccc(S(=O)(=O)N(CC(=O)Nc2cccnc2)c2ccccc2OC)cc1	1.4	-0.7	-5.5	-1.0	-1.9	-6.5	-0.4	18.7	0.1	-6.7
COc1cc(OC)cc(C(=O)NCC2CCCN(C(=O)c3csc(C)n3)C2)c1 (centres undefined)	-0.2	-3.1	-13.0	1.1	-3.6	11.3	-0.8	35.7	-0.9	-2.7
CCNC(=S)NN=C1c2ccccc2-c2ccccc21	-1.7	-0.4	-7.4	3.9	11.4	12.7	i	40.5	/	-4.7
COC(=O)c1ccc(CN2CCN(CCc3ccccc3)C(CCO)C2)cc1 (centres undefined)	-0.4	1.8	15.2	0.9	-0.3	5.3	i	14.7	/	-0.7
CCOc1ccc(Cn2c(SCCCCC#N)nc3c2c(=O)n(C)c(=O)n3C)cc1OCC	1.1	3.2	-6.9	5.0	-14.8	-12.4	-3.7	28.6	0.3	-4.6
Cc1cccc(C(=O)N2CCC(c3nc(-c4ccc(S(=O)(=O)N5CCOCC5)cc4)no3)CC2)c1	-0.9	1.3	-2.5	-1.9	-5.5	10.0	i	48.2	/	-10.8
CSc1nc(N(CCO)CCO)c2sc3nc(-c4ccco4)c4c(c3c2n1)CCC4	5.3	/	4.3	-2.1	7.9	14.5	i	6.0	-0.4	/
CCOC(=O)c1nnn(-c2nonc2N)c1-c1ccccc1Cl	-2.5	3.8	6.9	1.2	-1.6	-3.5	i	12.3	/	-6.7
COC(=O)COc1ccc(S(=O)(=O)N2CCN(c3ccccc3F)CC2)cc1	-0.9	2.1	4.3	6.3	-12.6	6.2	-0.3	1.5	-1.7	5.2
CCOc1ccc(-n2nnc3c(=O)n(C/C=C/c4ccccc4)cnc32)cc1	0.4	-2.7	6.5	2.0	-6.0&-11.3	-3.3	0.0	-14.6	-0.7	8.9
Cc1ccc(-n2c(C)cc(C(=O)OCC(=O)N(CC(C)C)C3CCS(=O)(=O)C3)c2C)cc1 (centres undefined)	-4.2	1.6	0.9	3.6	2.0	4.4	i	18.8	2.9	3.5
CC(C)n1c(Nc2ccccc2)nc2ccccc21	-1.9	2.8	-4.7	-1.6	-6.4	5.0	0.0	3.5	3.5	7.2
COc1ccc(CSc2nc(CSC)cc(N3CCOCC3)n2)cc1	2.3	-0.6	-10.7	-1.4	-9.6	4.1	-5.0	17.2	2.8	-4.1
O=C(O)c1ccc(N=Cc2c(O)n(Cc3ccc(F)cc3)c(=O)[nH]c2=O)cc1	-5.7	1.1	-49.5	-7.2	-4.7	1.3	-0.2	-6.7	-0.5	1.2
COc1ccc(C(CC(=O)O)NC(=O)COc2ccccc2OC)cc1OC (centres undefined)	2.9	1.4	3.9	-3.6	-7.3	-1.5	-5.0	28.7	1.9	-3.2
Cc1ccccc1NC(=O)CSc1nc2c(c(-c3ccco3)c1C#N)CCCC2	1.5	-1.9	-9.3	4.4	-8.5	-2.6	2.3	9.9	/	4.7
CCOCCCn1c(SCC(=O)Nc2cccc(OC)c2)nc2ccccc2c1=O	1.8	0.8	4.2	5.1	-6.4	-1.5	-1.0	1.0	-0.6	/

(listing goes on)
SMILES	FBA Mtb inh	Mtb UGM inh	MazEF act	3CLpro inhibitor	SSB-PriA inh	GDH-TPI inh	Vc quorum ag	DUSP3 inh	Mtb BioA inh	Rv3671c protease
Cc1ccc(OCC(=O)NN2C(=O)c3ccccc3C2=O)cc1	-0.5	6.7	12.8	4.1	-9.1	10.3	-0.2	17.6	-1.8	-7.7
O=C(CSc1nnc(CNC(=O)c2ccc(F)cc2)o1)Nc1ccc2c(c1)OCO2	-1.7	1.0	-1.7	-2.9	-13.0&-3.0&0.2	-2.4	i	9.7	0.3	4.1
N#CCCN(C(=O)COC(=O)C1CCN(c2ccc(C(F)(F)F)cn2)CC1)c1ccc(F)cc1	4.1	0.7	-5.6	/	-3.4	1.1	i	/	0.0	6.0
COc1ccc2[nH]c(=O)c(CN(Cc3ccccc3OC)Cc3nnnn3CC3CCCO3)cc2c1 (centres undefined)	12.5	4.1	-4.7	0.1	2.1	14.4	i	17.2	-0.2	-2.5
CN1CC2([N+](=O)[O-])CC=C(Oc3ccccc3)C([N+](=O)[O-])(C1)C2 (centres undefined)	-3.0	1.8	2.3	2.6	-13.6	2.7	-0.4	-3.4	0.7	-8.4
Cc1cc(Cl)ccc1NC(=O)C(=O)N/N=C/c1ccc2c(c1)OCO2	0.0	-2.8	0.0	0.1	/	1.1	i	11.8	-0.7	0.1
CCOC(=O)c1cnc(-n2nc(C)cc2C)nc1-n1nc(C)cc1C	-0.6	-1.3	2.3	-2.6	-3.1	9.3	-0.3	14.6	-0.1	-6.4
O=S1(=O)C=C(Oc2ccc3ccccc3c2)c2ccccc21	5.8	0.8	7.2	1.8	-3.5	0.6	0.1	4.1	0.2	-3.7

Compound activity from PubChem BioAssay.

This is a subset (hit frequency here may not be typical).
